HCV inhibitor – HCV inhibition | Huh7.5.1 HCVcc-Cre infection, luciferase reporter, 44 h | Potency, µM (titrated, usually from 41.8 µM), for inactives: top-dose activity change, negative = inhibition, actives largely listed as inhibitors | 340,000 tested, 3.4% active | AID 651820; further: potency means the concentration at half of the fitted maximal effect
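1,000 cells/well; 4 h culture; + compound; + HCVcc-Cre (~0.5 moi); 44 h; luciferase substrate, RT 15 min; read 15 sec.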
FBPA Giardia inh – Giardia lamblia aldolase inhibition; 290,000 tested, 0.71% active; A8B2U2; Potency, µM (series often up to 59.6 µM), for inactives: at the top dose activity, negative = inhibition, hits mostly inhibitors; purified Giardia FBPA; further: potency means the concentration at half of the fitted maximal effect; nearly all actives have a fitted effect of over 55% in size
Target sequence (A8B2U2 whole entry, looked up): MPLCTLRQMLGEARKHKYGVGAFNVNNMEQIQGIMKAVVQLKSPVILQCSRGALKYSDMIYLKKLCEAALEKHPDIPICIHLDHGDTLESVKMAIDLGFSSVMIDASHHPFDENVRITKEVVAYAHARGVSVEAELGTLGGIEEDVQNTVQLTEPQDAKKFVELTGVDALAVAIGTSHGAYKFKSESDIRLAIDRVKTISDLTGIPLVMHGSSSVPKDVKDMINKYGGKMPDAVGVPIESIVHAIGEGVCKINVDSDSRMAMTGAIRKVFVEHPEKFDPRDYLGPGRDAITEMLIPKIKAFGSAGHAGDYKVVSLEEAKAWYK
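40 nM FBPA preincubated 10 min at RT with compound (up to 57.5 uM final), then substrate plus GAPDH/TPI/NAD/arsenate coupling and diaphorase/resazurin added. Fluorescence read after 20 min at RT, 525/598 nm.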
AMA1 RON2 block – inhibitors of Plasmodium falciparum AMA1-RON2 interaction; Potency, µM (top dose mostly 58.2 µM), for inactives: top-dose activity change, negative = inhibition, actives largely listed as inhibitors; AlphaScreen AMA1-biotinylated RON2 peptide binding; AID 720542; 360,000 tested, 0.2% active;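 further: potency means the concentration at half of the fitted maximal effect; 0% = vehicle wells and -100% = peptide control; nearly all actives have a fitted effect of over 45% in size; some results filed as inactive show a strong effect at the top dose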
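AMA1 (3D7) with his tag at 25 nM final met compounds first, then biotinylated RON2 peptide at 25 nM; detection used donor plus acceptor beads, 10 µg/mL apiece, read by AlphaScreen after 30 min at room temperature.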
AmpC detergent – blocks E. coli AmpC beta-lactamase in detergent assay | P00811 | AmpC hydrolysis of nitrocefin, absorbance 480 nm, 0.01% Triton | Potency, µM (doses to about 114 µM), for the others: top-dose activity change, negative = inhibition, most hits filed as inhibitors | 370,000 tested, 0.041% active | AID 485294;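 further: potency means the concentration at half of the fitted maximal effect; 0% = no-compound wells and -100% = no-enzyme wells; nearly all actives have a fitted effect of over 25% in size; some results filed as inactive show a strong effect at the top dose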
Target sequence (P00811 whole entry, looked up): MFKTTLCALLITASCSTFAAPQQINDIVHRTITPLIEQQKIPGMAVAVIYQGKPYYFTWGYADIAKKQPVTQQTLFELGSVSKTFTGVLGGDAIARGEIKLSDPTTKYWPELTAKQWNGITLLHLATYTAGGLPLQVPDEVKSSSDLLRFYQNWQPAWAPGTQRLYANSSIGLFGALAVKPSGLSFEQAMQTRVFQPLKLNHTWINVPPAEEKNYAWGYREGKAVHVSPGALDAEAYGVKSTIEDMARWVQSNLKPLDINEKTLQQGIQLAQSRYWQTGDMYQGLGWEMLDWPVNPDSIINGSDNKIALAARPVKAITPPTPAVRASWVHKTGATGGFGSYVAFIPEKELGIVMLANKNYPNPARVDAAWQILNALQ
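AmpC (5.3 nM in the dispensed reagent) in 20 mM phosphate pH 7.0 with 0.01% (detergent screen) or 0.0001% Triton X-100 was preincubated with compounds for 15 min at room temperature. Nitrocefin was then added from an 800 uM solution, and hydrolysis was followed at 480 nm.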
HCMV inh – blocks human cytomegalovirus replication; HFF cells, HCMV-luciferase reporter, 72 h; hits give low values; 410,000 tested, 4.5% active; AID 1259415; activity change, negative = inhibition, % at 57.5 µM; in the data active means activity change below about -60%; inconclusive means no clear call, values can overlap the other calls; inactive means above about -39%
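Two-dose cell screen: HFF monolayers treated with compounds and infected with luciferase-expressing HCMV at 1 PFU/cell, 72 h at 37C, then lysed for luciferase measurement.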
Sm TGR inh – blocks Schistosoma mansoni thioredoxin glutathione reductase. Q962Y6. purified TGR, DTNB reduction, TNB absorbance 405 nm. Potency, µM (series often up to 114 µM), for the others: top-dose activity change, negative = inhibition, most hits filed as inhibitors. 360,000 tested, 3% active; further: potency means the concentration at half of the fitted maximal effect; nearly all actives have a fitted effect of over 60% in size
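Kinetic colorimetric format: TGR-catalysed, NADPH-driven DTNB reduction monitored via TNB absorbance. Enzyme dispensed at 20 nM; compound exposure 15 min at room temperature before reaction start.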
* = called active by the depositor; u = inconclusive; x = not tested or not shown; [ ] = dose if it differs, or a comment. Unless noted, the call rests on the fitted dose curve; in most records, active means well fitted curve in the direction sought with a large enough effect; inconclusive means small, poorly fitted or top-dose-only effect, or another doubt; inactive means no such curve, though single readings can be large; an effect the other way counts as inactive or inconclusive. Unless noted, on the % scale 0 is the no-effect control and ±100 the full control effect.

[1] O=C(Nc1cccnc1Cl)c1cc(-c2cccc(O)c2)on1
[2] CCCCn1cc(S(=O)(=O)c2ccc(CC)cc2)c(=O)c2cc(F)c(N3CCOCC3)cc21
[3] Cc1cc(C(=O)NCc2cccc(Br)c2)c2c(C)nn(-c3ccccc3)c2n1
[4] Cc1ccc(NC(=O)NNC(=O)COc2ccc(Cl)cc2)cc1
[5] O=C(Cc1ccccc1[N+](=O)[O-])Nc1ccccc1C(=O)N1CCOCC1
[6] CCOc1ccccc1NC(=O)CCc1c(C)nc2cc(-c3ccccc3)nn2c1C

compound no.	1	2	3	4	5	6
Sm TGR inh	2%	-8%	0%	x	9%	-4%
HCMV inh	16	-6	15	7	24	-30
AMA1 RON2 block	-12%	x	x	25%	8%	x
AmpC detergent	-10%	4%	1%	x	-2%	17%
FBPA Giardia inh	0%	x	x	x	3%	x
HCV inhibitor	-2%	x	x	11%	-6%	x

[7] O=C(OCc1c(Cl)cccc1Cl)c1ccccn1
[8] COc1ccccc1N1CCN(C2CC(=O)N(c3ccccc3)C2=O)CC1 (configuration not stated)
[9] O=C(NC1C2CC3CC(C2)CC1C3)c1ccc2c(c1)OCO2 (configuration not stated)
[10] NC(=O)CC1Nc2cccc3cccc(c23)NC1=O (configuration not stated)
[11] S=C(NCCc1ccncc1)Nc1ccccc1
[12] CCCSc1nc2c(c(=O)[nH]c(=O)n2C)n1CCc1ccccc1

compound no.	7	8	9	10	11	12
Sm TGR inh	-18%	u	6%	-33%	x	4%
HCMV inh	u	10	16	-22	-4	u
AMA1 RON2 block	2%	-9%	4%	-12%	0%	-2%
AmpC detergent	-8%	-15%	u	7%	-5%	-11%
FBPA Giardia inh	0%	3%	10%	0%	3%	-4%
HCV inhibitor	17%	9%	1%	4%	-18%	3%

[13] O=S(=O)(c1cccs1)n1cnc2ccccc21
[14] CCOc1ccc(-n2c(SCC(N)=O)nc3c(c2=O)SCC3)cc1
[15] O=C(NCc1ccccc1)c1ccc(C2SCC(=O)N2Cc2ccccc2)cc1 (configuration not stated)
[16] COCc1cc(C)nc2sc3c(=O)n(-c4cc(C)ccc4C)nnc3c12
[17] CSc1ncc(Cl)c(C(=O)Nc2nnc(SC/C=C/c3ccccc3)s2)n1
[18] Cc1ccc(C)c(NC(=O)Cn2cc(S(=O)(=O)NC(C)C)c(S(=O)(=O)NC(C)C)c2)c1

compound no.	13	14	15	16	17	18
Sm TGR inh	8%	-1%	-1%	3%	41%[activator]	5%
HCMV inh	-34	46	13	45	-8	11
AMA1 RON2 block	0%	-4%	-2%	x	51%[activator]	x
AmpC detergent	-11%	-5%	-15%	21%	-10%	16%
FBPA Giardia inh	-6%	-5%	-2%	x	u	x
HCV inhibitor	6%	-15%	-4%	x	u	x

[19] CCOC(=O)c1cccc(NC(=O)CSc2nnc(-c3cccnc3)n2C)c1
[20] O=[N+]([O-])c1cccc(P(=O)(O)c2cccc([N+](=O)[O-])c2)c1
[21] CCc1c(C#N)c(SCCC(=O)Nc2cccc(OC)c2)nc2c1C(=O)CC(C)(C)C2
[22] CC(C)Sc1ccc([N+](=O)[O-])cc1C(=O)Nc1ccncc1
[23] O=C(Nc1cccc(Cl)c1)OC1CN2CCC1CC2 (configuration not stated)
[24] Cc1ccc(C(=O)c2c3ccc(C(F)(F)F)cc3[n+]([O-])n2CCCC(N)=O)cc1

compound no.	19	20	21	22	23	24
Sm TGR inh	2%	-7%	2%	-5%	39%	-10%
HCMV inh	26	19	-21	-27	-22	12
AMA1 RON2 block	-6%	-6%	-4%	4%	8%	9%
AmpC detergent	-13%	-3%	-7%	4%	-7%	0%
FBPA Giardia inh	-5%	0%	0%	3%	-11%	x
HCV inhibitor	10%	18%	10µM*	-3%	u	11%

[25] CCOC(=O)CSc1nc2sc3c(c2c(=O)[nH]1)CCCC3
[26] CC1CN(S(=O)(=O)c2ccc(C(=O)O)cc2)CC(C)O1 (configuration not stated)
[27] CCN(CC)S(=O)(=O)c1ccc2[nH]c(=O)cc(C(=O)Nc3ccccc3N3CCCC3)c2c1
[28] Cc1ccccc1OCC(=O)Nc1c(C)ccc2nsnc12
[29] Cc1cccc(CSC2=NCCN2C(=O)c2ccc(S(=O)(=O)N(C)C)cc2)c1
[30] O=C(CSc1nc(Nc2ccc(F)cc2)c2ccccc2n1)c1ccc(F)cc1

compound no.	25	26	27	28	29	30
Sm TGR inh	4%	4%	1%	4%	-1%	-4%
HCMV inh	8	-18	-1	-17	-5	30
AMA1 RON2 block	1%	4%	-9%	x	-4%	x
AmpC detergent	-12%	2%	-8%	-1%	1%	13%
FBPA Giardia inh	-9%	22%	5%	x	-3%	x
HCV inhibitor	-13%	11%	1%	x	1%	x

[31] COc1ccc(CCC(=O)Nc2cccc(Cl)c2)cc1
[32] C/C(=N\N=C1/NC(=O)C(C)S1)c1ccc([N+](=O)[O-])cc1 (configuration not stated)
[33] CC(=O)C1=C(O)C(=O)N(c2cccc(Br)c2)C1c1ccc(Br)cc1 (configuration not stated)
[34] Cc1ccc(C(c2sc3ncnn3c2O)N2CC(C)CC(C)C2)cc1 (configuration not stated)
[35] O=C(c1cccc(S(=O)(=O)N2CCOCC2)c1)N1CCCCCC1
[36] Cc1nc2ccc(NC(=O)COc3ccccc3)cc2s1

compound no.	31	32	33	34	35	36
Sm TGR inh	3%	-8%	-23%	-1%	0%	15%
HCMV inh	u	-24	-25	3	12	-19
AMA1 RON2 block	23%	49%[activator]	-2%	28%	-5%	-12%
AmpC detergent	-4%	-14%	-1%	u	u	u
FBPA Giardia inh	-2%	0%	-10%	2%	2%	7%
HCV inhibitor	-15%	17%	9%	6%	17%	0%

[37] O=C(c1ccc2c3c(cccc13)CC2)C1CCCN(C(=O)c2cc[n+]([O-])cc2)C1 (configuration not stated)
[38] Cc1cc(C)nc(Nc2ccc(C(=O)O)cc2)n1
[39] CC(C)(C)c1ccc(-c2nnc3sc(-c4ccccn4)nn23)cc1
[40] Cc1cc(Cl)c2oc(C(=O)N(C)Cc3ccon3)c(C)c2c1
[41] CC1CCCC(NC(=O)CN2C(=O)NC(C)(c3cc(F)ccc3F)C2=O)C1C (configuration not stated)
[42] C[C@@H](C(=O)NCCc1ccccc1F)N1C(=O)N2CCc3c([nH]c4ccccc34)[C@@]2(C)C1=O

compound no.	37	38	39	40	41	42
Sm TGR inh	0%	0%	0%	-30%	x	-13%
HCMV inh	-39	44	u	80	-25	5
AMA1 RON2 block	2%	-3%	93%[activator]	16%	-9%	-26%
AmpC detergent	0%	-7%	u	-4%	x	u
FBPA Giardia inh	0%	-1%	-16%	22%	x	4%
HCV inhibitor	3%	-1%	9%	u	-2%	6.3µM*

[43] CC(C)Cn1c(-c2ccccc2)nc(=S)c2c1CCCC2
[44] Cc1ccc(NC(=O)C(c2ccccc2)N2CCN(C(=O)c3ccco3)CC2)cc1Cl (configuration not stated)
[45] CC(=O)c1sc(-c2ccc(Cl)cc2)cc1N
[46] S=C(Nc1ccccc1)N1CCOCCOCCN(C(=S)Nc2ccccc2)CCOCCOCC1
[47] O=C(OCC(=O)c1ccc(Cl)s1)c1cncc(Br)c1
[48] CCc1ccc(-n2nc(CO)c(C(=O)NCCOC)n2)cc1

compound no.	43	44	45	46	47	48
Sm TGR inh	u	-25%	0%	1%	x	4%
HCMV inh	-11	10	25	20	-24	59
AMA1 RON2 block	0%	-10%	8%	-12%	-6%	x
AmpC detergent	-5%	2%	1%	4%	x	9%
FBPA Giardia inh	-21%	x	3%	-5%	x	x
HCV inhibitor	0%	0%	u	-4%	11%	x

Sorted by heavy-atom count (lowest first): 11 of the compounds above
[45] CC(=O)c1sc(-c2ccc(Cl)cc2)cc1N
[38] Cc1cc(C)nc(Nc2ccc(C(=O)O)cc2)n1
[47] O=C(OCC(=O)c1ccc(Cl)s1)c1cncc(Br)c1
[36] Cc1nc2ccc(NC(=O)COc3ccccc3)cc2s1
[48] CCc1ccc(-n2nc(CO)c(C(=O)NCCOC)n2)cc1
[39] CC(C)(C)c1ccc(-c2nnc3sc(-c4ccccn4)nn23)cc1
[41] CC1CCCC(NC(=O)CN2C(=O)NC(C)(c3cc(F)ccc3F)C2=O)C1C (configuration not stated)
[37] O=C(c1ccc2c3c(cccc13)CC2)C1CCCN(C(=O)c2cc[n+]([O-])cc2)C1 (configuration not stated)

compound no.	45	38	47	36	48	39	41	37
Sm TGR inh	0%	0%	x	15%	4%	0%	x	0%
HCMV inh	25	44	-24	-19	59	u	-25	-39
AMA1 RON2 block	8%	-3%	-6%	-12%	x	93%[activator]	-9%	2%
AmpC detergent	1%	-7%	x	u	9%	u	x	0%
FBPA Giardia inh	3%	-1%	x	7%	x	-16%	x	0%
HCV inhibitor	u	-1%	11%	0%	x	9%	-2%	3%

[44] Cc1ccc(NC(=O)C(c2ccccc2)N2CCN(C(=O)c3ccco3)CC2)cc1Cl (configuration not stated)
[42] C[C@@H](C(=O)NCCc1ccccc1F)N1C(=O)N2CCc3c([nH]c4ccccc34)[C@@]2(C)C1=O
[46] S=C(Nc1ccccc1)N1CCOCCOCCN(C(=S)Nc2ccccc2)CCOCCOCC1

compound no.	44	42	46
Sm TGR inh	-25%	-13%	1%
HCMV inh	10	5	20
AMA1 RON2 block	-10%	-26%	-12%
AmpC detergent	2%	u	4%
FBPA Giardia inh	x	4%	-5%
HCV inhibitor	0%	6.3µM*	-4%

Following part.
[49] CC(C)CC(NC(=O)c1cccs1)c1nnc(SCc2ccc(Cl)c(Cl)c2)n1C (configuration not stated)
[50] CSc1ccc(C(=O)C2CCCN(S(=O)(=O)N(C)C)C2)cc1 (configuration not stated)
[51] CC(=O)c1cc(F)ccc1OCC(=O)N1CCCc2ccccc21
[52] Cc1ccc(C(=O)N2CCCCC2C(=O)O)o1 (configuration not stated)
[53] Clc1ccccc1C1=Nn2c(nnc2-c2ccco2)SC1
[54] CCOC(=O)Cc1csc(SCC(=O)NC2CCCC(C)C2C)n1 (configuration not stated)

compound no.	49	50	51	52	53	54
Sm TGR inh	-2%	1%	-3%	-12%	-3%	7%
HCMV inh	u	1	28	-38	u	-33
AMA1 RON2 block	-5%	3%	-2%	6%	-25%	-3%[2.32 µM]
AmpC detergent	-1%	0%	-9%	3%	3%	8%
FBPA Giardia inh	-2%	0%	-2%	3%	2%	1%
HCV inhibitor	u	-21%	-11%	7%	0%	1%

[55] Cc1ccc(C2c3c(oc4ccccc4c3=O)C(=O)N2CCCN2CCOCC2)o1 (configuration not stated)
[56] CCN(CC)S(=O)(=O)c1ccc(C(=O)Nc2nnc(COC)o2)cc1
[57] Cc1cc(=O)oc2cc(NC(=O)Cc3ccccc3)ccc12
[58] Cc1ccc(C(=O)CC(C(=O)O)n2cncn2)cc1 (configuration not stated)
[59] Cc1ccncc1C(N)=O
[60] Cc1ccc(NC(=O)c2ccc(Cl)c(S(=O)(=O)N3CCCCC3)c2)nc1
[61] Cc1cccnc1Nc1nc(-c2ccccn2)cs1

compound no.	55	56	57	58	59	60	61
Sm TGR inh	u	5%	4%	-20%	15%	-19%	10%
HCMV inh	28	-64*	-11	-2	0	u	-106*
AMA1 RON2 block	6%	61%[activator]	-10%	7%	11%	3%	-89%
AmpC detergent	-5%	u	u	-19%	-11%	1%	u
FBPA Giardia inh	-3%	18µM*	-2%	-10%	3%	x	u
HCV inhibitor	12%	18%	15%	-6%	3%	u	u

Screens deposited in PubChem by National Center for Advancing Translational Sciences (NCATS).
